Source: PubChem BioAssay (NMMLSC)
T cell HTS: T cell immune modulators affecting CD8 T cell-vesicle binding; 2C CD8+ T cell-vesicle binding, flow cytometry; active compounds read low; calls only at 7 µM; hit rate 0.068% among 330,000;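 active = response, share of CD8 T cells binding vesicles, and their 90th percentile fluorescence all below set limits, cut at about 80% in these data, passing the limit was not always enough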
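Material: murine 2C transgenic CD8+ T lymphocytes / Also added: QL9-peptide-loaded Drosophila micro-vesicles bearing Ld, ICAM-1 and B7-1 / Schedule: binding step 1.5 h, 37 °C, antibody labelling 20 min, ice / Signal: flow cytometry, PE anti-B7-1 (FL2) versus Alexa647 anti-CD8 (FL8), PFA-fixed / Evaluation: percent CD8+ FL2 mean versus row control / Benchmarks: naked versus QL9-loaded vesicles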
T cell HTS vesicle-bound %: further read-out of T cell HTS, marked with its call; double positive events, %; measured here: CD8+ vesicle-bound cell fraction;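 binding gate set so that unloaded-vesicle control wells show 10% double positive cells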
* = called active by the depositor; i = inactive. Only part of the results is shown; rates above refer to the full screens.

SMILES	T cell HTS	T cell HTS vesicle-bound %
CC(C)(C)OC(=O)C[C@@H]1C/C=C\C[C@H](CC(=O)NCCO)C(=O)NC[C@@H](c2ccccc2)OC1=O	i	56.3
CC1CCCN(C(=O)c2ccc(OC3CCN(CCc4ccccc4)CC3)cc2)C1 (stereo unspecified)	i	53.7
COc1cccc(OCC(=O)N2CCC3(CC2)CC(=O)c2ccccc2O3)c1	i	23.9
O=[N+]([O-])c1ccc(S(=O)(=O)NCC(c2ccco2)N2CCc3ccccc3C2)cc1 (stereo unspecified)	i	45.6
CC(C)[C@H](NC(=O)C1CCN(S(=O)(=O)c2ccccc2)CC1)C(=O)NCc1ccccn1	i	8.0
COc1ccccc1NC(=O)CS(=O)(=O)c1cn(CC(=O)N2CCCC2)c2ccccc12	i	10.4
CN1CCN(C(=O)CCC(=O)NCc2ccc(F)cc2)CC1	i	24.6
CCc1cccc(NC(=O)CCS(=O)(=O)c2ccc(Br)cc2)c1	i	28.1
Cc1ccc(NC(=O)CNC(=O)Cn2cnc3sc(C)c(C)c3c2=O)cc1F	i	21.0
COc1ccc(-c2sc(Nc3ccc(F)c(F)c3F)nc2CCC(=O)NN)cc1	i	28.1
NC(=O)c1cc(S(=O)(=O)N2CCOCC2)cs1	i	2.9
CN(CC(=O)Nc1ccc(N2CCOCC2)cc1)C(=O)Cc1ccccc1	i	25.0
Cc1ccc(OCCC(=O)OCC(=O)Nc2ccc3c(c2)OCO3)cc1	i	6.7
Cc1ccc(-c2nc(CS(=O)CC(=O)NC3CCCCC3)c(C)o2)cc1 (stereo unspecified)	i	36.1
CCn1c(C)cc(C(=O)CSc2nnnn2C2CCCC2)c1C	i	50.0
CCN(CC)CCn1c2c(c(SCC(=O)NCc3ccccc3)nc1=O)CCCC2	i	49.3
CN1CCN(C(=O)C2CCCN(S(=O)(=O)c3ccc(Cl)cc3)C2)CC1 (stereo unspecified)	i	60.5
COc1cc(Cl)c(C)cc1NC(=O)CN1CCN(C(=O)C2CC2)CC1	i	40.6
CCOc1ccc(N(C)S(=O)(=O)c2ccc(C)c(C(=O)Nc3nnc(C4CC4)s3)c2)cc1	i	47.2
CCCCN(C(=O)c1cccc(S(=O)(=O)N2CC(C)OC(C)C2)c1)c1c(N)n(CC(C)C)c(=O)[nH]c1=O (stereo unspecified)	i	58.6
COc1cccc(NC(=O)c2cc3ccccc3cc2OC)c1	i	22.0
CC1CCN(S(=O)(=O)c2ccc(NC(=O)[C@@H]3CCCC[C@@H]3C(=O)O)cc2)CC1	i	17.6
NC(=O)C1CCN(c2nc(-c3ccccc3Br)cs2)CC1	i	7.1
CCC[C@@H](CN1CCC[C@H]1CN1C(N)=NC[C@@H]1Cc1ccccc1)N1C[C@@H](Cc2ccccc2)N(CCc2ccc(Cl)c(Cl)c2)C1=N	i	11.7
Cc1cc(NC(=O)CSc2ccccn2)cc(NC(=O)CSc2ccccn2)c1	i	13.3
CC(Sc1nc2ccc(C(=O)c3ccccc3)cc2[nH]1)C(=O)O (stereo unspecified)	i	59.7
O=C(c1cc(S(=O)(=O)N2CCOCC2)ccc1Cl)N1CCCCC1CO (stereo unspecified)	i	38.0
CCC(=O)Nc1ccc(NCc2cccs2)cc1	i	37.1
CN1CCN(NC(=O)c2cc(-c3ccc(Br)s3)nc3ccccc23)CC1	i	37.3
O=C1C(Cl)=C(N2CCCC2)C(=O)N1c1ccccc1F	i	51.7
O=C(COc1cccnc1[N+](=O)[O-])N1CCC(Cc2ccccc2)CC1	i	56.0
CCc1ccc(N(CC)C(=O)Cc2c(C(=O)O)n(C)c3ccccc23)cc1	i	30.8
COc1ccc(CN2CC[C@@H](N3CCOCC3)[C@H](O)C2)cc1F	i	56.1
COc1ccc(-c2nnc(OC)c3ccccc23)cc1	i	55.1
C/C=C(/C)C(=O)O[C@@H]([C@H](O)c1cc2ccc(=O)oc2cc1OC)C(C)(C)O[C@@H]1O[C@H](CO)[C@@H](O)[C@H](O)[C@H]1O	i	29.8
CC1=C(C(=O)OC2CCCCC2)C(c2ccccc2F)NC(=O)N1 (stereo unspecified)	i	33.6
COc1ccccc1NC(=O)C(C)OC(=O)CSCC(=O)Nc1ccc(C)cc1C (stereo unspecified)	i	20.6
O=C(Cc1cccc(NC(=O)C2CCN(C(=O)C3CCCC3)CC2)c1)Nc1cccc(C(=O)N2CCCC2)c1	i	15.5
Cn1c(N)c(C(=O)CSc2nnc(N)s2)c(=O)n(C)c1=O	i	28.9
CC(NC(=O)CC1CCCCC1)c1ccccc1 (stereo unspecified)	i	52.3
COc1cc(OC)nc(Oc2ccc(N)c(C)c2)n1	i	57.7
O=C(c1ccc2nc(Cc3ccccc3F)oc2c1)N1CCCC1	i	41.7
CCOc1ccc(N(CC(=O)NCCc2ccccc2)C(=O)c2csnn2)cc1	i	29.4
Cc1ccc(NS(=O)(=O)c2c(C)[nH]c(C)c2C(=O)N2CCCC2)cc1Cl	i	2.1
CCOC(=O)c1c(S(=O)(=O)NCC(=O)Nc2ccc(OC)cc2)c(C)n(C)c1C	i	29.3
CC[C@@]1(C(=O)OC)N[C@H](CN(C)C(=O)COC)[C@@H]2C(=O)N(Cc3ccccc3)C(=O)[C@@H]21	i	25.0
Cc1ccc(N2CC(C(=O)Nc3ccc(S(=O)(=O)NCC4CCCO4)cc3)CC2=O)cc1 (stereo unspecified)	i	61.6
CC(C)(C)C1COc2ccccc2N1C(=O)c1ccccc1Cl (stereo unspecified)	i	6.9
O=C(Nc1ccc(F)cc1)c1ccc(S(=O)(=O)NCc2cccnc2)cc1	i	27.2
O=C(NCc1ccccn1)Nc1cc(Cl)ccc1Cl	i	65.9
Cc1ccc(S(=O)(=O)CCC(=O)Nc2ccccc2C)cc1	i	57.0
COc1ccc(C(=O)NCC(=O)NCC(=O)OCC(=O)c2ccc(Br)cc2)cc1	i	7.8
Cc1cccc(NC(=O)c2nc[nH]c2C(=O)N[C@H](C)c2ccccc2)c1	i	36.4
Cc1ccc(NC(=O)CSCC(=O)N(C)Cc2ccc(Cl)c(Cl)c2)cc1	i	45.7
CC(NC(=O)c1ccccc1)C(=O)NNC(=O)c1ccccc1Cl (stereo unspecified)	i	43.2
COc1ccc(N2CCN(C(=O)CCc3cc(OC)c(OC)c(OC)c3)CC2)cc1	i	47.2
COc1cc(C(=O)Nc2cccc(C)n2)ccc1OCC(=O)N1CCOCC1	i	34.2
CCCC(=O)N1CCCC(C(=O)c2ccc(OC)c(OC)c2)C1 (stereo unspecified)	i	65.3
CCCCN(C(=O)CSCC(=O)Nc1ccc(C)cc1)c1c(N)n(CC(C)C)c(=O)[nH]c1=O	i	3.8
C[C@@H]1O[C@@H](O[C@H]2[C@H](O)[C@@H](O)[C@H](Oc3c(-c4ccc(O)c(O)c4)oc4cc(O)cc(O)c4c3=O)O[C@@H]2CO)[C@H](O)[C@H](O)[C@H]1O	i	25.6

Structural class, the entries above with bromine.
SMILES	T cell HTS	T cell HTS vesicle-bound %
CCc1cccc(NC(=O)CCS(=O)(=O)c2ccc(Br)cc2)c1	i	28.1
NC(=O)C1CCN(c2nc(-c3ccccc3Br)cs2)CC1	i	7.1
CN1CCN(NC(=O)c2cc(-c3ccc(Br)s3)nc3ccccc23)CC1	i	37.3
COc1ccc(C(=O)NCC(=O)NCC(=O)OCC(=O)c2ccc(Br)cc2)cc1	i	7.8

Going on with the list.
SMILES	T cell HTS	T cell HTS vesicle-bound %
COc1cc2c(cc1OC)C(c1cccc([N+](=O)[O-])c1)N(C(=O)CCC(=O)O)CC2 (stereo unspecified)	i	10.7
C/C(=N\NC(=O)c1c([N+](=O)[O-])c(C)nn1C)c1ccc(NC(=O)c2ccc(C)o2)cc1	i	24.4
CCCn1c(N)c(N(CCOC)C(=O)c2cccc(F)c2)c(=O)[nH]c1=O	i	22.4
Cc1ccc(S(=O)(=O)N2CCCN(C)CC2)cc1	i	47.3
O=C(Nc1nnc(C2=COCCO2)o1)c1cccc([N+](=O)[O-])c1	i	25.9
CCN(CC)C(=O)Cn1cc(C(=O)C(=O)NCCc2c[nH]c3ccccc23)c2ccccc21	i	26.4
Cc1cccc(-c2nc(NCCCN(C)C)c3ccccc3n2)c1	i	59.1
CN(C(=O)Cn1nc(C(=O)O)c2ccccc2c1=O)C1CCCCC1	i	32.6
O=C(NCC(=O)N1CCN(c2ncccn2)CC1)c1ccccc1F	i	18.8
O=C(CSc1ccc(Cl)cc1)NNC(=O)c1ccco1	i	15.9
COc1ccc(N(CC(=O)N2CCc3ccccc3C2)S(C)(=O)=O)cc1Cl	i	63.1
COc1ccc(CCC(=O)N2CCCC(Nc3ccc(C)c(C)c3)C2)cc1OC (stereo unspecified)	i	15.9
CCCNC(=O)C1CN(S(=O)(=O)c2ccc(C)cc2)c2ccccc2O1 (stereo unspecified)	i	36.3
O=C(NCc1cc([N+](=O)[O-])ccc1O)c1cccnc1Sc1ccccc1	i	64.9
CCC(C(=O)Nc1ccc(S(=O)(=O)Nc2ncccn2)cc1)c1ccccc1 (stereo unspecified)	i	17.2

Some of the entries so far, with bars between the fields:
compound | T cell HTS | T cell HTS vesicle-bound %
COc1ccc(N(CC(=O)N2CCc3ccccc3C2)S(C)(=O)=O)cc1Cl | i | 63.1
COc1ccc(CCC(=O)N2CCCC(Nc3ccc(C)c(C)c3)C2)cc1OC (stereo unspecified) | i | 15.9

Next results:
SMILES	T cell HTS	T cell HTS vesicle-bound %
CCN(CC)CCCNC(=O)c1cn(-c2cccc(OC)c2)c(=O)c2ccccc12	i	43.1
O=C(O)C[C@@H](CNC(=O)COc1ccc2ccc(=O)oc2c1)c1ccc(Cl)cc1	i	11.7
Cc1ccccc1NC(=O)N1CCNC(=O)C1CC(=O)Nc1cc(Cl)ccc1Cl (stereo unspecified)	i	18.2
CCOC(=O)C1CCN(S(=O)(=O)c2ccc3[nH]c(=O)ccc3c2)CC1	i	12.2
Cn1nnnc1NCc1ccccc1F	i	14.6
O=C(c1ccc[nH]c1=S)N1CCN(S(=O)(=O)c2ccc(Br)cc2Cl)CC1	i	27.6
CN(CC(=O)Nc1ccc(F)cc1)C(=O)COC(=O)C1=COCCO1	i	37.0
CC(C(=O)Nc1cccc(C#N)c1)N(C)CCOc1ccccc1 (stereo unspecified)	i	32.0
CC1Sc2ccc(S(=O)(=O)CCC(=O)NC(C)c3ccccc3)cc2NC1=O (stereo unspecified)	i	5.4
COc1ccccc1NC(=O)CN1CCN(CC(=O)Nc2ccccc2Cl)CC1	i	53.1
COC(=O)[C@@H]1CCCN1C(=O)c1cc(COc2cccc3cccnc23)on1	i	6.4
CC(=O)c1ccc(NC(=O)CN2CCN(c3ccccc3)CC2)cc1	i	46.1
CC1CCCN(C(=O)COC(=O)Cc2ccc(Cl)cc2)C1 (stereo unspecified)	i	21.3
CC1CC(=O)Nc2ccccc2N1S(=O)(=O)c1ccc(C(F)(F)F)cc1 (stereo unspecified)	i	15.7
CC(NC(=O)Cn1cccc1)c1ccccc1 (stereo unspecified)	i	26.9
COc1ccc(NC(=S)NC(=O)/C=C/c2ccco2)c(OC)c1	i	58.2
COc1ccccc1CCNC(=O)C(=O)Nc1cc2c3c(c1)CC(=O)N3CCC2	i	48.9
N#Cc1ccc(Cl)cc1NC(=O)CNCc1cccs1	i	44.5
C[C@@H](NC(=O)[C@@H]1Cc2ccccc2CN1)C(=O)NCc1ccco1	i	44.2
COc1ccc(-c2ccc3c(c2)S(=O)(=O)c2cccc(C(=O)NC[C@@H]4CCCO4)c2C3=O)cc1OC	i	38.6
Cc1ccccc1-c1cc(C(=O)NCc2cccs2)n(CC2CC(c3cccnc3)=NO2)n1 (stereo unspecified)	i	24.0
Cc1ccc(-c2n[nH]c(Cc3ccccc3)n2)cc1	i	27.7
O=C(CC1SC(N2CCOCC2)=NC1=O)Nc1ccccc1F (stereo unspecified)	i	48.7
O=C(OCCOCCN=C1NS(=O)(=O)c2ccccc21)c1ccccc1Br	i	34.0
Cc1cc(C)c(S(=O)(=O)NCCSCc2ccco2)c(C)c1	i	19.2
CCC1CCCCN1CCCNC(=O)Cn1ncc2c(C)n(Cc3ccccc3Cl)c(C)c2c1=O (stereo unspecified)	i	31.4
O=C(Cn1nc([N+](=O)[O-])nc1Br)NC1CCCCC1	i	16.6
O=C(Cc1ccccc1[N+](=O)[O-])N/N=C/c1cccnc1	i	64.5
CCOc1ccc(NC(=O)CSc2nc3ccccc3nc2N2CCOCC2)cc1	i	40.6
CN1CCN(c2ccc(NC(=O)N3CCc4ccccc43)cc2)CC1	i	57.0

Reformatted: results already given.
Values run as follows: T cell HTS	T cell HTS vesicle-bound %
Cc1ccc(-c2n[nH]c(Cc3ccccc3)n2)cc1
  i	27.7
O=C(CC1SC(N2CCOCC2)=NC1=O)Nc1ccccc1F (stereo unspecified)
  i	48.7
N#Cc1ccc(Cl)cc1NC(=O)CNCc1cccs1
  i	44.5
C[C@@H](NC(=O)[C@@H]1Cc2ccccc2CN1)C(=O)NCc1ccco1
  i	44.2
O=C(OCCOCCN=C1NS(=O)(=O)c2ccccc21)c1ccccc1Br
  i	34.0

More structures.
SMILES	T cell HTS	T cell HTS vesicle-bound %
CCOC(=O)c1c(S(=O)(=O)NCC2CCN(Cc3cccc(F)c3)CC2)c(C)n(C)c1C	i	28.9
Nc1ncnc2c1ncn2[C@@H]1O[C@H](CNCc2ccc(OCC(=O)Nc3ccccn3)cc2)[C@@H](O)[C@H]1O	i	24.0
CC(C)CC1NC(=O)c2cc(Cl)ccc2-n2c1nc1ccc(F)cc1c2=O (stereo unspecified)	i	4.3
Cc1n[nH]c(=O)c2c(NC(=O)CSc3ccccc3Cl)oc(C)c12	i	20.0
